# Screening data as filed in PubChem.
# EBI2 antag = EBI2 (human) antagonism | P32249 | EBI2 beta-arrestin recruitment, luminescence, 7a,25-OHC stimulated | inhibition, % at 5 µM | 360,000 compounds, 0.81% hits | AID 651636; in the data active = inhibition above about 38%;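 note: enzyme fragment complementation signal reports receptor beta-arrestin coupling in cells; 0% = agonist plus DMSO wells and 100% = wells without agonist; some results beyond the cut were filed as inactive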
# Target sequence (P32249 whole entry, looked up, the tested form may be a part): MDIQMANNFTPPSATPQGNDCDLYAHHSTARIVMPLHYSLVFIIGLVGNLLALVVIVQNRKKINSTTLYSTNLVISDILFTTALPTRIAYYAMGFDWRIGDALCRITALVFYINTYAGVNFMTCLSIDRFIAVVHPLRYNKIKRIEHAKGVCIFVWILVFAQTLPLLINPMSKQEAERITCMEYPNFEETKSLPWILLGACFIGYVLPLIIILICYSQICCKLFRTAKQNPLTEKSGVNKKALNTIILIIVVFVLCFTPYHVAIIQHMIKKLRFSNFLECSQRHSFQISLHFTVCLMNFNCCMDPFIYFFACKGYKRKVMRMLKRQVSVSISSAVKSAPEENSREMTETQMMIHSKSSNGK
# CHOP UPR activ = apoptotic UPR (CHOP) activation. CHO-CHOP luciferase reporter, luminescence; percent of tunicamycin response over DMSO baseline. activation, % at 10 µM. 330,000 compounds, 0.34% hits. AID 449763;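 active = at 10 µM dose, activation of 40% or more, normalized to positive control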;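 note: 100% = tunicamycin at 10 µg/mL and 0% = DMSO alone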
#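 assay system = CHO CHOP reporter cells | amount = 500 CHO-CHOP cells per well | buffer or medium = F12 with 10% FBS | incubation = 16-18 h cell attachment, then 6 h compound exposure, 37 °C | detection = luminescence read with Steady-Glo | read-out = percent activation relative to tunicamycin control | controls = tunicamycin high control, DMSO low control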
# Mdm2-MdmX inh = human Mdm2/MdmX binding inhibition; SaOS-2 split-luciferase Mdm2/MdmX complementation, luminescence; inhibition, % at 8 µM; 330,000 compounds, 3% hits; AID 485346;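 active = inhibition of at least 50% at 8 µM in the primary screen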
# APJ antag = blocks the human apelin receptor APJ; CHO-K1 APJ beta-arrestin complementation, luminescence; inhibition, % at 20 µM; 330,000 compounds, 0.32% hits; AID 2521;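 active = inhibition above about 40% at 20 µM, limit read from the data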;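 note: cells challenged with 10 nM apelin-13 agonist together with compound; plate controls were apelin-13 plus DMSO wells for no effect and DMSO wells lacking apelin-13 for full effect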
# UPR XBP1 act = activators of adaptive arm of unfolded protein response (XBP1); CHO-XBP1 luciferase reporter, IRE1-XBP1 UPR activation, luminescence; percent of tunicamycin response, DMSO as zero; activation, % at 20 µM; 330,000 compounds, 0.33% hits; AID 463104;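 active = versus positive control, 20 µM dose yields 30% or more activation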;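 note: 100% = tunicamycin at 10 µg/mL and 0% = DMSO only wells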
#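 Material: CHO-XBP1 cells stably carrying IRE1-XBP1-driven luciferase reporter | Medium: F12 with 10% serum | Compound dosing: 20 µM single concentration, DMSO 1% | Incubation: Overnight seeding at 37 °C, 6 h compound treatment at 37 °C | Detection: Steady-Glo luminescence read | Read-out basis: % activation of reporter signal versus tunicamycin and DMSO controls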
# CXCR6 block = blocks human CXCR6 beta-arrestin recruitment | inhibition, % at 20 µM | 360,000 compounds, 0.36% hits | AID 602244 | O00574 | CHO-K1 PathHunter CXCR6 beta-arrestin, luminescence; in the data active = inhibition above about 34%, passing the limit was not always enough;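 note: antagonist mode with CXCL16 agonist at 10 nM final; 0% = 10 nM CXCL16 with DMSO and 100% = unstimulated wells without agonist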
# Target sequence (O00574 whole entry, looked up): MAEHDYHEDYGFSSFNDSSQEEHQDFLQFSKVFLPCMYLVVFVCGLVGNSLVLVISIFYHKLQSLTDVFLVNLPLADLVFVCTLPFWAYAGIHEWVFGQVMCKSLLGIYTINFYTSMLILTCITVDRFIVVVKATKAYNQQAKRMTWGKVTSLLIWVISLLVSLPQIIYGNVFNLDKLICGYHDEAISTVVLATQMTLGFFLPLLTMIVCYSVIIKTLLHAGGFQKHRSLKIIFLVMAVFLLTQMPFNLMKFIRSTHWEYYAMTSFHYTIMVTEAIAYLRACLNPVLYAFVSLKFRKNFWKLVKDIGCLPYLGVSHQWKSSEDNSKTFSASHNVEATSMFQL
# APJ agonist = APJ receptor agonism; CHO-K1 APJ PathHunter beta-arrestin, luminescence; 0% DMSO wells, 100% apelin; activation, % at 20 µM; 330,000 compounds, 0.11% hits; AID 2520;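 active = activation more than six SD over the plate average, tested at 20 µM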;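 note: 0% = DMSO alone and 100% = apelin-13 at 10 nM; some results filed as inactive read as strong as hits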
#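 assay system = CHO-K1 APJ beta-arrestin complementation cell line | input = cell density 1000 per well | dosing = compound 20 µM once, DMSO 1% | timing = compound 90 min 25 °C, reagent 1 h | measured by = luminescence from split beta-galactosidase complementation, Galacton Star/Emerald II substrate | read-out basis = APJ agonist activity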
# tim23-1 inh = tim23-1 yeast growth inhibition; inhibition, % at 20 µM; S. cerevisiae tim23-1 growth, BacTiter-Glo luminescence, 24 h; AID 463212; 330,000 compounds, 1.3% hits;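 active = growth inhibition of the mutant yeast at or above 50%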;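 note: temperature-sensitive mutant grown at 25 °C; plate controls were DMSO-treated mutant yeast for no effect and medium wells lacking yeast for full effect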
# CCR6 antag = CCR6 (human) receptor antagonism | CHO-K1 CCR6 PathHunter beta-arrestin, luminescence, CCL20-stimulated | inhibition, % at 20 µM | 340,000 compounds, 0.49% hits;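 active = compounds whose inhibition of the agonist-driven luminescence signal at 20 µM reaches about 50%, limit read from the data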;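 note: cells stimulated with CCL20 at 14 nM final; plate controls were DMSO with CCL20 for no effect and DMSO without agonist for full effect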
# Target sequence (P51684 whole entry, looked up): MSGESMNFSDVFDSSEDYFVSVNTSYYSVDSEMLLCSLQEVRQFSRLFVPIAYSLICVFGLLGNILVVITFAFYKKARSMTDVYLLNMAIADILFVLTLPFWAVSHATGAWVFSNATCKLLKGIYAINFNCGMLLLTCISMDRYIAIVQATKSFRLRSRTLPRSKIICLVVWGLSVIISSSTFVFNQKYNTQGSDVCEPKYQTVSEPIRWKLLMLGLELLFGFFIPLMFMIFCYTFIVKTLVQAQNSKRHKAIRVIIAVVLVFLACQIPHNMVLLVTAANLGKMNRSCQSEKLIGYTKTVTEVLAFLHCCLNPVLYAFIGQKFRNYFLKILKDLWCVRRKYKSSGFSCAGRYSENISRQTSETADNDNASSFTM
# Numbers without * were called inactive; . = no result given. An excerpt. The share of hits here may be higher or lower than overall.
SMILES,EBI2 antag,CHOP UPR activ,Mdm2-MdmX inh,APJ antag,UPR XBP1 act,CXCR6 block,APJ agonist,tim23-1 inh,CCR6 antag
O=C(CSc1nc2ccccc2s1)NCCOc1ccccc1,-1,3.5,-8,6,2,4,-1,22,9
Cn1nnnc1NCc1cccc(Cl)c1Cl,7,-0.9,12,7,3,-13,0,1,6
Cn1nc(C(=O)NCCc2ccc(S(N)(=O)=O)cc2)c2ccccc2c1=O,-17,0.9,12,-8,0,2,-3,-1,-3
CCC(=O)N1CCc2cc(Br)cc(S(=O)(=O)N3CCC(C(=O)NCCCOC(C)C)CC3)c21,-6,-0.5,7,-6,0,10,1,20,20
COCCNCCCOc1ccc(C)cc1Br,-9,0.5,13,-14,2,9,1,-5,12
COC(=O)c1ccccc1NC(=O)CSCC(=O)Nc1ccc(F)cc1,-3,-0.1,5,-9,-1,-10,0,19,1
CN(C)c1ccc(S(=O)(=O)NCC(=O)NCc2ccccc2)cc1[N+](=O)[O-],2,1.1,13,-6,-6,2,-5,-3,5
Cc1ccc(NC(=O)Cn2c(=O)n(CCCC(=O)NCc3ccco3)c(=O)c3ccccc32)cc1,1,-0.5,28,13,0,-3,1,1,-5
CCc1cccc(C)c1NC(=O)C1CCCO1 (configuration not stated),-4,2.0,2,4,0,-16,-3,1,5
Cc1cccc(OCc2cc(-c3ccccc3)no2)c1C,7,3.7,-71,10,-7,-3,-3,14,11
COc1ccccc1CNC(=O)Cn1nc(C(F)(F)F)cc1C,3,2.4,-33,17,-1,0,-3,20,8
CC1CCCN(c2c3c(nc4ccccc24)CCCC3)C1 (configuration not stated),-12,2.8,25,8,0,10,-2,10,15
COc1ccc2cc3cc(C(=O)NCc4ccc5c(c4)OCO5)oc3nc2c1,9,3.0,18,-10,2,5,0,15,14
Cn1cccc1Cc1nnc(SCC(=O)NCc2ccc(F)cc2)n1-c1ccc(F)cc1,19,-1.6,-1,58*,3,-1,-1,20,-2
CCN(C[C@H]1N[C@@](Cc2ccccc2)(C(=O)OC)[C@H]2C(=O)N(Cc3ccccc3)C(=O)[C@@H]12)C(=O)Nc1ccc(F)cc1,4,-0.1,37,3,-3,-1,-4,6,6
COc1ccc(-c2nnc(SCC(=O)NCc3cccs3)n2CC(C)C)cc1,-2,-2.7,16,8,-4,-5,0,8,-2
Cc1noc(C)c1COc1ccccc1C(=O)NC1CCC(C)CC1 (configuration not stated),3,0.5,-8,7,0,-2,13,26,6
CCOc1ccc(NC(=O)C2=C(C)C(=O)OC23CCC(C)CC3)cc1 (configuration not stated),1,-0.5,-5,-1,0,0,-2,33,9
COCCn1c(SCc2cccnc2)nnc1-c1c[nH]c2ccccc12,-8,7.4,-3,-12,-1,-4,10,24,-1
COc1cc(=O)n2c(-c3ccccc3)csc2n1,6,2.5,16,12,-1,5,-3,15,16
COc1ccc(N2CCN(CC(=O)c3ccccc3)CC2)cc1,-1,1.2,15,-16,-1,6,-4,12,12
CC(C)c1ccc(S(=O)(=O)Nc2ccc(SC(F)F)cc2)cc1,5,-0.1,-16,-23,0,-9,0,43,-6
Cc1ccc(S(=O)(=O)NC(=O)c2cccc(Br)c2)cc1,-13,3.2,8,2,-3,5,9,-5,-8
CCN(c1ccc(NC(=O)c2ccc(N3CCCC3=O)cc2)cc1)C(C)C,3,2.0,32,9,-4,-4,4,-21,-1
CNC(=O)c1ccccc1NC(=O)c1ccco1,3,-1.1,8,6,-3,5,-2,-5,9

# An excerpt from above in order of their number in Mdm2-MdmX inh, largest number first.
SMILES,Mdm2-MdmX inh
COc1ccc(-c2nnc(SCC(=O)NCc3cccs3)n2CC(C)C)cc1,16
CN(C)c1ccc(S(=O)(=O)NCC(=O)NCc2ccccc2)cc1[N+](=O)[O-],13
Cn1nnnc1NCc1cccc(Cl)c1Cl,12

# Continuation.
SMILES,EBI2 antag,CHOP UPR activ,Mdm2-MdmX inh,APJ antag,UPR XBP1 act,CXCR6 block,APJ agonist,tim23-1 inh,CCR6 antag
O=C1C(=O)N(CC2COc3ccccc3O2)c2ccccc21 (configuration not stated),-13,2.2,26,-5,23,16,-5,72*,35
Cc1ccc(NC2(C(F)(F)F)N=C(c3ccccc3)NC2=O)nc1 (configuration not stated),-16,3.4,15,14,-2,-7,0,8,-11
Cc1ccc(C(=O)N2CCC(N3CCC(C(=O)N4CCOCC4)CC3)CC2)cc1C,4,-1.0,12,8,0,-5,-2,7,3
Clc1ccc(Cn2ccc(-c3ccc4c(c3)OCO4)n2)cc1Cl,4,2.9,4,-5,1,5,-4,25,24
CC(O)Cc1cn(CC(=O)N2CCN(C(=O)OC(C)(C)C)CC2)nn1 (configuration not stated),-1,2.5,11,-1,0,-8,6,8,7
N#CCC(=O)Nc1ccccc1C(=O)O,-7,-1.4,0,4,-1,-3,-6,5,-5
CN(C(=O)CSc1nnc(-c2ccc(C(C)(C)C)cc2)n1C)C1CCS(=O)(=O)C1 (configuration not stated),-4,0.1,14,13,2,0,-2,7,12
CC(NC(=O)Nc1ccccc1)C(c1cccs1)N1CCN(C)CC1 (configuration not stated),-7,-1.0,-1,-5,-2,-6,-1,4,6
CC(O)CNCCCOc1ccccc1OCc1ccccc1 (configuration not stated),-6,-0.3,27,16,2,0,-4,1,3
O=C(NCc1cccnc1)C(=O)NCC1OCCN1S(=O)(=O)c1cc(F)ccc1F (configuration not stated),-9,0.5,2,3,0,1,-3,8,10
Cc1oc(-c2ccc(Cl)cc2)nc1CS(=O)CC(=O)NCCCN1CCN(Cc2ccccc2)CC1 (configuration not stated),-11,4.6,28,5,2,0,9,5,-5
O=C(C1CCCN(S(=O)(=O)Cc2ccccc2)C1)N1CCCCC1 (configuration not stated),4,-3.5,22,4,-1,3,0,5,-12
CCCn1c(SCC(=O)O)nc2ccccc21,-2,-0.4,24,10,-2,-3,3,8,-1
Cc1ccc(C(=O)Nc2oc(-c3ccccc3)cc2C#N)cc1,13,-5.0,18,10,-1,-3,0,12,37
CN1C(=O)C(CC(=O)Nc2ccccc2)S/C1=N/c1nccs1 (configuration not stated),-6,-1.9,11,-7,-1,4,-2,1,6
OCCNc1nc2ccccc2n1CC(O)c1ccccc1 (configuration not stated),2,1.2,13,-3,1,-2,-1,23,-5
CN(Cc1ccccc1)S(=O)(=O)c1ccc(NC(=S)NC(=O)C(C)(C)C)cc1,14,0.2,20,18,-2,26,2,20,21
COc1ccc(OC)c(CN2CCN(c3ccc(S(=O)(=O)N4CCCC4)cn3)CC2)c1,14,-0.9,3,6,-1,2,6,15,15
O=C(Cn1c(=O)[nH]c2ccsc2c1=O)NC1CCCCC1,2,-0.8,21,-18,-2,1,-3,-9,7
OCCNc1nc(Nc2ccc(Cl)cc2)nc(N2CCCC2)n1,5,-2.0,8,-9,3,2,0,35,3
COc1cccc(OCC(O)CO)c1 (configuration not stated),-5,-0.2,-4,5,-3,1,-2,10,-16
Cc1cc(C(=O)CN2C(=O)c3ccccc3C2=O)c(C)n1Cc1cccs1,10,-1.4,68*,10,-4,5,-5,-7,8
Nc1nc(NCc2ccccc2)nc(Nc2ccc(F)cc2)c1[N+](=O)[O-],4,0.5,20,-6,0,-6,-4,-14,9
CC1CCN(CC(O)COC2CCC(C(C)(C)C)CC2)CC1 (configuration not stated),-1,0.3,24,3,1,-4,-6,-283,16
CNC(=O)COC(=O)CNC(=O)c1cc(Cl)cc([N+](=O)[O-])c1,-10,0.7,1,-6,-1,-10,2,10,-9
# Further entries follow:
SMILES,EBI2 antag,CHOP UPR activ,Mdm2-MdmX inh,APJ antag,UPR XBP1 act,CXCR6 block,APJ agonist,tim23-1 inh,CCR6 antag
O=C(Cn1cnc2ccccc2c1=O)Nc1nc2ccccc2s1,-2,-0.9,18,2,0,-2,-2,-22,8
Cc1cc([N+](=O)[O-])c(C(C)(C)C)cc1N,-3,-2.8,6,-1,0,-4,-2,14,4
Cn1c(N)c(C(=O)COC(=O)c2cccs2)c(=O)n(C)c1=O,-1,-0.9,4,0,-3,9,-3,3,-4
CCC1C(C#N)=C(SCC(N)=O)NC2=C1C(=O)CC(C)(C)C2 (configuration not stated),-3,0.8,18,-1,-1,-22,-2,5,2
COc1ccc(C(=O)CN2C(=O)NC(C)(c3ccc(C)cc3)C2=O)cc1OC (configuration not stated),6,-0.1,-5,14,1,-3,-2,7,8
Cc1onc(-c2ccccc2)c1C(=O)NC(C)c1ccccc1 (configuration not stated),8,0.9,-18,-3,0,-5,-5,7,4
COc1ccc(OC)c(C(=O)N(C[C@H]2CC[C@@H]([C@@H]3CC[C@H](CO)O3)O2)C(C(=O)NC(C)(C)C)c2ccc(-c3ccccc3)cc2)c1 (some centres not stated),4,0.7,9,.,-1,8,.,39,22
Cc1nn(Cc2ccc(Cl)c(Cl)c2)c(C)c1NC(=O)c1cc(CC(C)C)on1,-15,6.1,39,-23,1,-2,0,31,9
Cc1c(/C(O)=C2/C(=O)C(=O)N(CCN3CCOCC3)C2c2cccnc2)cnn1-c1ccccc1 (configuration not stated),-10,-1.0,6,-13,-1,4,-3,-9,-15
c1ccc(CCCN2CCN(c3ccccc3)CC2)cc1,3,-0.1,-8,19,-6,3,1,-7,12
COc1ccc(Cl)cc1C(=O)O/N=C(\N)c1ccccn1,-20,5.1,39,-15,0,-14,4,37,-12
COc1ccc(CC(=O)NNS(=O)(=O)c2ccc([N+](=O)[O-])cc2)cc1OC,-15,0.2,-14,13,4,8,5,-6,7
Cc1ccc(F)cc1CNC(=O)c1cc(COc2ccc3ncccc3c2)on1,15,0.2,30,-9,-2,-15,1,7,3
CN1C(c2ccccc2)CC(=NO)CC1c1ccccc1 (configuration not stated),4,-0.6,8,2,-3,-13,-1,4,-8
Cc1cccc(C(=O)NCC(=O)N2CCN(S(=O)(=O)/C=C/c3ccccc3)CC2)c1,10,0.1,17,-3,-2,8,-5,-7,-1
Cc1c(NC(=O)CCCCCN2C(=O)C3C4C=CC(C4)C3C2=O)c(=O)n(-c2ccccc2)n1C (configuration not stated),-4,0.1,-34,-5,-2,3,-3,13,-2
COc1ccc(CNC(=O)C(c2ccco2)N(C(=O)c2snc(C(N)=O)c2N)c2ccccc2OC)cc1 (configuration not stated),3,3.0,-32,2,-3,4,-3,0,6

# Ordered by SMILES length (lowest first): part of the list above.
SMILES,EBI2 antag,CHOP UPR activ,Mdm2-MdmX inh,APJ antag,UPR XBP1 act,CXCR6 block,APJ agonist,tim23-1 inh,CCR6 antag
CNC(=O)c1ccccc1NC(=O)c1ccco1,3,-1.1,8,6,-3,5,-2,-5,9
COc1ccc(OC)c(CN2CCN(c3ccc(S(=O)(=O)N4CCCC4)cn3)CC2)c1,14,-0.9,3,6,-1,2,6,15,15
COc1ccc(CNC(=O)C(c2ccco2)N(C(=O)c2snc(C(N)=O)c2N)c2ccccc2OC)cc1 (configuration not stated),3,3.0,-32,2,-3,4,-3,0,6
